# Source: PubChem BioAssay
# LmPK inhibitor = qHTS Assay for Inhibitors of Leishmania Mexicana Pyruvate Kinase (LmPK) | purified LmPK, Kinase-Glo ATP luminescence, 1 h | Potency, µM (series often up to 57.5 µM), for inactives: at the highest dose activity change, negative = inhibition, hits mostly inhibitors | 290,000 tested, 0.37% active; note: potency is the fitted concentration of half-maximal effect; % is set by controls: 0 for no effect and ±100 for the full control effect
# Target sequence (Q27686 whole entry, looked up): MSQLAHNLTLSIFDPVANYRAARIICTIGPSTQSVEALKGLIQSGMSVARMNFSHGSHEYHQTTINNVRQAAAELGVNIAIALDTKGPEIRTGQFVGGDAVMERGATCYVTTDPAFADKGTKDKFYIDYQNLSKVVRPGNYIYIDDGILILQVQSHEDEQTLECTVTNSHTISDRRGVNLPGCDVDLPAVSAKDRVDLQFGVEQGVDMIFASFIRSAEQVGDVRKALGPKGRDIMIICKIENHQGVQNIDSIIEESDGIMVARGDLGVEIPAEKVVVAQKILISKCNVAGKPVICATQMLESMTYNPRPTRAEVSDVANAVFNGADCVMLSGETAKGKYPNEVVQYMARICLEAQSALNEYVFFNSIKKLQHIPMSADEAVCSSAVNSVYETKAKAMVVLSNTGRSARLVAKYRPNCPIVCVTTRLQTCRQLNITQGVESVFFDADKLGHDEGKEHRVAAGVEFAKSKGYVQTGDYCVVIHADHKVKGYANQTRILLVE
#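 ATP generated from ADP (0.1 mM) and PEP (0.5 mM) by 0.1 nM LmPK over 1 h at room temperature (pH 7.2 imidazole buffer) was detected by coupled luciferase luminescence. Values were normalized to uninhibited and no-enzyme wells.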
# Tb PYK inh = qHTS of Trypanosoma Brucei Inhibitors. pyruvate kinase (Trypanosoma brucei), Q57TT1. TbPYK enzyme, Kinase-Glo Plus ATP luminescence, 45 min. 410,000 tested, 0.12% active. Potency, µM (series often up to 76.8 µM), inactives show top-dose activity, negative = inhibition, usual class: inhibitors; note: potency is the fitted concentration of half-maximal effect; % is set by controls: 0 for no effect and ±100 for the full control effect; nearly all actives have a fitted effect of over 50% in size
#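 T. brucei PYK with substrate was exposed to pin-transferred compounds across a concentration series, then started with 130 uM ADP (final). After 45 min at room temperature, Kinase-Glo Plus luminescence was read, normalized and curve-fitted.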
# Shiga inhibitor = A qHTS for Small Molecule Inhibitors of Shiga Toxin. 290,000 tested, 9.2% active. AID 2315, 2010. Vero cells, Shiga toxin protein synthesis inhibition reporter. inhibition, % at 38.7 µM; in the data active = inhibition mostly above about 28%, no sharp cut-off; inactive = mostly below about 43%; note: 0% is about no effect
# Pf growth 48h = Primary qHTS for delayed death inhibitors of the malarial parasite plastid, 48 hour incubation; P. falciparum luciferase growth in erythrocytes, 48 h; Potency, µM (highest dose often 28.7 µM), without a hit: top-dose activity change, negative = inhibition, usual class: inhibitors; 310,000 tested, 5.9% active; AID 504832, 2011; note: potency is the fitted concentration of half-maximal effect; % is set by controls: 0 for no effect and ±100 for the full control effect
#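 First compound was added to culture medium, then infected red cells at 0.1% parasitemia and 2% hematocrit (final). After incubation at 37 C under 5% CO2, luciferase detection reagent was dispensed and light output recorded.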
# AmpC inh no detg = qHTS Inhibitors of AmpC Beta-Lactamase (assay without detergent). P00811. AmpC nitrocefin hydrolysis, absorbance 480 nm, 0.0001% Triton. Potency, µM (titrated, usually from 57.1 µM), without a hit: top-dose activity change, negative = inhibition, hits mostly inhibitors. 330,000 tested, 0.52% active. AID 485341, 2010;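 note: potency is the fitted concentration of half-maximal effect; plate controls were no compound for no effect and no enzyme for full effect; nearly all actives have a fitted effect of over 20% in size; some results filed as inactive show a strong effect at the top dose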
# Target sequence (P00811 whole entry, looked up): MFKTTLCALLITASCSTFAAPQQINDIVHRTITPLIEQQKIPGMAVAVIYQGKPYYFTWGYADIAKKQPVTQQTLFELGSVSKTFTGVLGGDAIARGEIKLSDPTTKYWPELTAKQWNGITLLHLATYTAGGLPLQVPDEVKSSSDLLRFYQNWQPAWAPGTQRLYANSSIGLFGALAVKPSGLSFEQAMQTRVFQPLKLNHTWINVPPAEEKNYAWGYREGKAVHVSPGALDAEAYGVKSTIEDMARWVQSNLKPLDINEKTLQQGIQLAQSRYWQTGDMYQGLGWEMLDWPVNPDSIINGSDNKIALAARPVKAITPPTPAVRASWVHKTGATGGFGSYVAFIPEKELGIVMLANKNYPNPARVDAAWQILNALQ
#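 AmpC (5.3 nM in the dispensed reagent) in 20 mM phosphate pH 7.0 with 0.01% (detergent screen) or 0.0001% Triton X-100 was preincubated with compounds for 15 min at room temperature. Nitrocefin was then added from an 800 uM solution, and hydrolysis was followed at 480 nm.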
# Pf growth 96h = Primary qHTS for delayed death inhibitors of the malarial parasite plastid, 96 hour incubation; 320,000 tested, 6.9% active; P. falciparum luciferase reporter growth, 96 h; AID 504834, 2011; Potency, µM (highest dose often 28.7 µM), without a hit: at the top dose activity change, negative = inhibition, usual class: inhibitors; note: potency is the fitted concentration of half-maximal effect; % is set by controls: 0 for no effect and ±100 for the full control effect
#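 Luminescence readout: decreased luciferase signal marks inhibited growth of reporter-expressing P. falciparum in infected red cells (2% hematocrit, 0.05% parasitemia final), exposed to compound two generations (96 h, 37 C, 5% CO2).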
# Cycloheximide cs = Cycloheximide Counterscreen for Small Molecule Inhibitors of Shiga Toxin. max response, %. cell reporter, cycloheximide protein synthesis inhibition counterscreen. AID 2314, 2010. 300,000 tested, 12% active; in the data active = max response mostly above about 13%, no sharp cut-off; inactive = mostly below about 14%; note: read at 38.3 µM for the half of the compounds with a filed dose; 0% is about no effect
# * = called active by the depositor; i = inactive; u = inconclusive; x = no result given; [ ] = remark or other dose. Unless noted, calls come from the whole dose curve; as a rule, active = well fitted curve in the direction sought with a large enough effect; inconclusive = small, poorly fitted or top-dose-only effect, or another doubt; inactive = no such curve, though single readings can be large; an effect the other way counts as inactive or inconclusive.
SMILES,LmPK inhibitor,Tb PYK inh,Shiga inhibitor,Pf growth 48h,AmpC inh no detg,Pf growth 96h,Cycloheximide cs
Cc1ccc(CN2CCNC(=O)C2CC(=O)O)o1 (centres undefined),3.9%,-2.0%,-6.3,1.7%,-6.2%,4.4%,-2.8
CC(Oc1ccc(Cl)cc1Cl)c1ccnc(N)n1 (centres undefined),-1.3%,1.6%,-10.7,1.1%,18.6%,15.2%,1.2
Cc1cc(C)n(CCCNC(=O)CN(C)S(=O)(=O)c2ccc(Cl)cc2)n1,x,-4.4%,x,-16.3%,29.0%,-26.1%,x
COCCN(Cc1ccccc1)C(=S)Nc1ccc(Cl)cc1,-5.2%,-3.6%,-4.7,-5.2%,-4.3%,-17.7%,-2.1
COCCn1c(SCC(=O)NC2CC2)nc2ccccc21,x,-3.4%,x,-1.1%,-17.0%,-10.8%,x
O=C(NCc1cccc(Cl)c1)c1cnn2c1NC(c1ccco1)CC2C(F)(F)F (centres undefined),-6.1%,0.9%,9.0,x,-5.5%,u,-1.5
O=C(CSCCc1ccccn1)Nc1ccccn1,-0.5%,-8.3%,9.2,38.9%[activator],-9.0%,5.4%,15.1*
CCn1c2ccccc2c2cc(NC(=O)COC(=O)c3ccc(NC(=O)CC#N)cc3)ccc21,x,0.3%,x,0.9%,31.6µM*,4.5%,x
O=C(Nc1ccc(S(=O)(=O)N2CCCCC2)cc1)c1ccc(CN2CCOCC2)cc1,2.0%,1.7%,-5.1,u,101.6%[activator],-23.0%,-2.2
Cc1cc(C)c2c(C)nn(C3CCCCC3)c2n1,-6.8%,-12.9%,-1.3,-13.8%,2.6%,24.8%,-2.2
CC1=C(C)CC2C(=O)N(c3cccc4ccccc34)C(=O)C2C1 (centres undefined),-2.9%,-22.0%,-1.8,-10.0%,u,u,-0.6
COc1cc(OC)c(NS(=O)(=O)c2c(C(=O)N3CCCCC3)c(C)n(C)c2C)cc1Cl,0.5%,1.9%,11.4,-18.2%,-13.4%,-7.9%,-1.9
CCn1cc(C(=O)NCCc2ccc(OC)cc2)c(=O)c2ccc(C)nc21,-5.7%,-16.5%,-6.3,-0.9%,-17.4%,6.0%,-3.8
CN(C)/C=N/n1cnc2ccccc2c1=O,-7.4%,0.1%,19.8,38.8%[activator],-20.0%,41.9%[activator],3.2
CC(C(=O)N(C)C1CCS(=O)(=O)C1)N1C(=O)/C(=C/c2ccco2)SC1=S (centres undefined),11.0%,-12.5%,-4.7,-16.4%,0.2%,u,-4.7
Nc1nc(SCC(=O)Nc2cccc(Oc3ccccc3)c2)n[nH]1,4.4%,5.0%,-5.2,14.5%,-22.9%,5.6%,4.8
CCCCN=C(C)C1=C(O)CSC1=O,-5.0%,-3.5%,-7.4,9.4%,-12.7%,-6.6%,-4.6
O=C(O)C1C2CCCCC2=C2CCCCC2C1C(=O)O (centres undefined),1.5%,2.2%,-11.0,10.6%,-21.1%,49.4%[activator],-2.7
COc1ccc(-c2cc3ccc(O)cc3oc2=O)cc1OC,-24.6%,-4.0%,68.1*,54.4%[activator],-40.6%,36.3%[activator],31.8*
C/C(=N\Nc1nc2ccccc2[nH]1)c1ccc(Cl)s1,-0.8%,-9.7%,53.8*,0.928µM*,-30.3%,u,23.0*
CC(=O)Nc1ccc(S(=O)(=O)NCCC(=O)OCC(=O)c2cccc(Br)c2)cc1,x,-6.7%,x,7.6%,-41.6%,24.4%,x
NC(=O)C1(N2CCCCC2)CCN(C(=S)Nc2cc(F)cc(F)c2)CC1,-0.1%,-3.3%,-3.0,-15.3%,13.6%,19.2%,-2.3
Cc1cccc(NC(=O)NCc2ccccn2)c1,3.2%,-10.0%,51.3*,u,-6.9%,52.2%[activator],26.7*
Cc1ccc(Nc2nc(Oc3ccc(=O)[nH]n3)nc(N(C)C)n2)cc1,-1.5%,-2.2%,-6.3,-21.2%,x,12.1%,-0.9
O=C(N/N=C/c1ccccc1OCc1ccccc1Cl)c1cccnc1,1.4%,-0.3%,23.2,12.1%,15.5%,439.8%[activator],-1.9
COC(=O)c1ccsc1NS(=O)(=O)c1ccccc1,-0.3%,-9.1%,-3.3,5.6%,-35.8%,-5.8%,-2.9
Cc1cc(C)cc(N(CC(=O)NCc2ccc3c(c2)OCO3)C(=O)CCC(=O)Nc2ccccn2)c1,4.6%,3.4%,13.7,1.31µM*,-5.5%,u,-3.4
Cc1nn(-c2ccccc2)c(C)c1/C=N/n1c(-c2ccc(C(C)(C)C)cc2)n[nH]c1=S,-13.4%,-14.2%,-5.5,u,-32.2%,2.7%,-2.4
Cc1cc(C)c(S(=O)(=O)N2CCCOC2CNC(=O)C(=O)NCCCn2ccnc2)c(C)c1 (centres undefined),-3.3%,-1.3%,-0.8,-12.2%,-19.2%,13.5%,-1.0
COc1ccc2ccc(OCC(=O)N3c4ccccc4NC(=O)CC3C)cc2c1 (centres undefined),x,0.6%,x,u,-12.6%,-25.9%,x
C/C(=N\NC(=O)C(=O)Nc1cc(Cl)ccc1Cl)c1ccncc1,-0.4%,0.2%,1.9,13.5%,-34.5%,47.6%[activator],-3.6
Cc1c(C2=CCN(S(=O)(=O)c3ccc(Br)cc3)CC2)c2ccccc2n1C,-0.1%,-14.3%,7.1,u,-36.5%,-2.2%,-3.8
Cc1ccc(SC(C)C(=O)NCc2cccnc2)cc1 (centres undefined),-2.1%,2.7%,-43.8,2.4%,-25.3%,u,-2.3
O=C(Nc1cccc2ccccc12)N1CCOCC1,-16.4%,3.5%,-2.8,8.9%,-22.8%,0.1%,1.1
CC(=O)Oc1ccccc1-c1nc(/C=C/c2ccccc2)no1,-6.1%,0.6%,62.7*,134.4%[activator],-9.6%,-2.8%,47.0*
Cc1ccccc1C(=O)Nc1ccc(CN2CCOCC2)cc1,-0.5%,-0.1%,2.0,-10.9%,-12.6%,91.9%[activator],7.9

# Whole records, quoted from the list:
# Listed for Cc1ccc(SC(C)C(=O)NCc2cccnc2)cc1 (centres undefined) : LmPK inhibitor = -2.1%; Tb PYK inh = 2.7%; Shiga inhibitor = -43.8; Pf growth 48h = 2.4%; AmpC inh no detg = -25.3%; Pf growth 96h = u; Cycloheximide cs = -2.3
# Listed for COc1ccc2ccc(OCC(=O)N3c4ccccc4NC(=O)CC3C)cc2c1 (centres undefined) : LmPK inhibitor = x; Tb PYK inh = 0.6%; Shiga inhibitor = x; Pf growth 48h = u; AmpC inh no detg = -12.6%; Pf growth 96h = -25.9%; Cycloheximide cs = x
# Listed for C/C(=N\NC(=O)C(=O)Nc1cc(Cl)ccc1Cl)c1ccncc1 : LmPK inhibitor = -0.4%; Tb PYK inh = 0.2%; Shiga inhibitor = 1.9; Pf growth 48h = 13.5%; AmpC inh no detg = -34.5%; Pf growth 96h = 47.6%[activator]; Cycloheximide cs = -3.6

# Further results.
SMILES,LmPK inhibitor,Tb PYK inh,Shiga inhibitor,Pf growth 48h,AmpC inh no detg,Pf growth 96h,Cycloheximide cs
CCN1CCCC1CNCc1cccc(OC)c1OCc1ccccc1F (centres undefined),5.7%,0.3%,-7.4,x,1.0%,u,-1.7
CC1=C(C(=O)Nc2cc(C)ccn2)C(c2ccc(C)cc2)C2=C(CCCC2=O)N1 (centres undefined),-3.3%,-5.4%,-14.9,3.3%,-6.4%,x,-0.8
Cc1cc(NC(=O)CCC(=O)N(CC(=O)NC2CCCC2)c2ccc(F)cc2)no1,-4.5%,-1.4%,29.9,-1.8%,0.0%,40.9%[activator],-7.1
O=C(Nc1ccc(F)cc1F)C1(c2cccs2)CCOCC1,2.2%,0.7%,24.7,5.3%,-5.6%,0.0%,-1.5
CCCNc1nc2c(c(=O)n(C)c(=O)n2C)n1CCC(C)C,1.9%,-6.9%,-8.5,-29.6%,5.6%,37.7%[activator],2.0
COc1ccccc1-c1c(C(F)(F)F)oc2cc(OCC(=O)Nc3cc(C)ccc3C)ccc2c1=O,3.2%,x,-19.0,u,-9.6%,-11.7%,-2.6
CCNC(=O)NC(=O)C(C)OC(=O)c1c(C)nn(Cc2ccccc2)c1Cl (centres undefined),0.0%,-14.8%,-3.7,13.1µM*,4.5%,u,-1.8
CC(=O)N1CCC(O)(c2cccc(C(F)(F)F)c2)CC1,-0.8%,2.5%,-18.7,-7.7%,-3.0%,-6.6%,-3.9
CCOC(=O)c1cnc2ccccc2c1Nc1cccc(C(=O)O)c1,-5.5%,-0.6%,21.5,15.5%,-16.8%,21.3%,12.4
COc1ccc(-c2nn(-c3ccccc3)cc2C(=O)Nc2ccc(C(=O)O)cc2)cc1,-0.4%,3.6%,-7.4,-15.2%,-19.5%,u,-4.2
COC(=O)NNC(=O)c1ccc(Cl)cc1Cl,-3.5%,6.1%,7.3,17.3%,-11.3%,-11.3%,-2.5
COc1ccc(NC(=O)CC2SC3=NCCN3C2=O)cc1 (centres undefined),1.1%,-6.9%,-5.1,-1.7%,-18.7%,-43.8%[1.15 µM],-1.0

# Looked up above.
# `O=C(CSCCc1ccccn1)Nc1ccccn1` | Cycloheximide cs = 15.1*
# `Cc1cc(C)n(CCCNC(=O)CN(C)S(=O)(=O)c2ccc(Cl)cc2)n1` | Pf growth 96h = -26.1%

# Following part.
SMILES,LmPK inhibitor,Tb PYK inh,Shiga inhibitor,Pf growth 48h,AmpC inh no detg,Pf growth 96h,Cycloheximide cs
O=C1Nc2ccccc2Oc2cc(Oc3ccccc3)ccc21,x,-6.7%,x,u,10µM*,-3.6%,x
COc1ccc(CC(=O)Nc2cccc(C)n2)cc1OC,0.3%,0.9%,1.5,11.7%,-10.3%,19.2%,-1.7
COc1ccccc1NC(=O)Cn1c(=O)oc2cc(S(=O)(=O)N3CCCC3)ccc21,0.4%,0.2%,-6.7,u,-43.8%,163.5%[activator],0.4
COc1ccc(C(=O)N2CCN(C(=O)c3ccncc3)CC2)cc1,2.3%,2.4%,-2.9,13.0%,-26.9%,45.4%[activator],-2.2
C=CCn1c(-c2cccc3ccccc23)n[nH]c1=S,8.91µM*,x,-1.2,x,-25.4%,u,-3.2
O=C(NCC(=O)N1CCC2(CC1)NCCc1[nH]cnc12)c1ccccc1F,2.6%,-0.4%,-2.1,-0.3%,-8.6%,3.8%,-2.4
O=C(COC(=O)CNC(=O)c1ccc(Cl)cc1)Nc1ccc2c(c1)OCCO2,0.4%,3.7%,5.8,0.0%,-1.1%,5.2%,5.5
COc1ccc(CCNC(=O)Cn2nnc(-c3cccc(OC)c3OC)n2)cc1OC,-1.8%,-1.1%,-4.3,-9.6%,19.4%,43.0%[activator],-5.5
COc1ccc(C2=NS(=O)(=O)N(C)C(C(=O)N3CCOCC3)=C2)cc1,-4.7%,-15.1%,-4.1,-17.8%,-2.0%,0.0%,0.8
O=C(Nc1ccc(SC(F)(F)F)cc1)c1ccccn1,-15.5%,-4.5%,113.4*,x,-25.3%,i,30.4*
CCOC(=O)Cc1csc(NC(=O)CN2C(=O)c3ccccc3C2=O)n1,-3.7%,-0.2%,-3.9,7.9%,-12.9%,27.0%,-2.8
